MBNL1-CUG inh: MBNL1-poly(CUG) RNA binding inhibition; Q9NR56; TR-FRET MBNL1-His/biotin-(CUG)12 binding, 665/545 ratio; Potency, µM (highest dose often 57.5 µM), for the others: at the highest dose activity change, negative = inhibition, hits mostly inhibitors; actives 0.036% (n = 280,000); AID 2675; active means well fitted inhibition curve with a large enough effect in the signal ratio, with a control signal flat, not every such curve was filed as active; inconclusive means small, poorly fitted or top-dose-only effect, or effect the other way, or a change in a side signal; inactive means no such curve, though single readings can be large or run the other way; the % refers to the signal ratio; further: potency means the concentration at half of the fitted maximal effect; on the % scale 0 is the no-effect control and ±100 the full control effect
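Inhibition of protein-RNA binding appears as loss of TR-FRET between terbium anti-His antibody on MBNL1-His and streptavidin-XL665 on biotin-(CUG)12. Activity is normalized to buffer-only and uninhibited-complex controls.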
GALK inh: blocks human galactokinase activity; Purified GALK, Kinase-Glo residual ATP luminescence; P51570; AID 1868; actives 0.007% (n = 270,000); Potency, µM (doses to about 57.5 µM), for inactives: at the top dose activity change, negative = inhibition, hits mostly inhibitors; further: potency means the concentration at half of the fitted maximal effect; on the % scale 0 is the no-effect control and ±100 the full control effect
Target sequence (P51570 whole entry, looked up): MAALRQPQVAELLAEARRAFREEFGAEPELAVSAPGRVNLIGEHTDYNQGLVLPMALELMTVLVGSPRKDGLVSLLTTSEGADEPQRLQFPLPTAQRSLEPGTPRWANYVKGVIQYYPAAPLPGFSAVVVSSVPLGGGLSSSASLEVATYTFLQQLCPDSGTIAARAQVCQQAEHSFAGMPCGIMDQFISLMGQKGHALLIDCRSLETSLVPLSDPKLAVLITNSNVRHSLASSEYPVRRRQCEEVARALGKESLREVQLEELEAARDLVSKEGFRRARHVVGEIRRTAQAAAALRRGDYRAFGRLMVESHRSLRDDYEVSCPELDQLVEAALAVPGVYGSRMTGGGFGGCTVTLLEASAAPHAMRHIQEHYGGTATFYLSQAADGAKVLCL
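The enzyme phosphorylates galactose (100 uM) using ATP (35 uM); inhibition is detected as higher residual ATP, quantified by bioluminescence after 1 h reaction at room temperature, pH 8.0.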
KCNH2 WT inh: KCNH2 (human, wildtype) channel inhibition; Q12809; U2OS, BacMam KCNH2, thallium flux FluxOr; hits give low values; activity change, % at 1.84 µM; actives 0.37% (n = 340,000); AID 720551;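 active means maximum activity change below -70%; inconclusive means maximum activity change between -70% and -50%; inactive means maximum activity change above -50%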; further: on the % scale 0 is the no-effect control and ±100 the full control effect
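U2OS cells were transduced with wild-type KCNH2 virus (2.03 x 10^8 / mL) for 4 h at room temperature, then cultured overnight at 37 C. Thallium flux was read with FluxOr dye. Rate constants were normalized to DMSO controls.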
ASM inhibitor: human S-ASM enzyme inhibition; P17405; placental ASM, HMU-PC fluorogenic substrate, 60 min; Potency, µM (titrated, usually from 57.5 µM), inactives show at the highest dose activity change, negative = inhibition, hits mostly inhibitors; actives 0.006% (n = 340,000); further: potency means the concentration at half of the fitted maximal effect
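Human placenta-derived ASM preincubated with compound 10 min at room temperature, then reacted with 9 uM (final) fluorogenic HMU-PC substrate for 60 min at 37 C. Stop solution raises pH to 10; fluorescence read at Ex 386/Em 447 nm.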
PKM2 act: increases activity of human pyruvate kinase M2; actives 0.34% (n = 260,000); purified PKM2, Kinase-Glo ATP luminescence, activation; response scale: 0% is enzyme alone, no compound; Potency, µM (top dose mostly 57.5 µM), for the others: top-dose activation, most hits filed as activators; AID 1631; P14618; further: potency means the concentration at half of the fitted maximal effect; on the % scale 0 is the no-effect control and ±100 the full control effect; nearly all actives have a fitted effect of over 55% in size
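Purified hPK-M2 (>95%) run at intermediate activity with 0.1 mM ADP and 0.5 mM PEP in 50 mM imidazole pH 7.2, KCl, MgCl2; 1 h room temperature. ATP formed read by Kinase-Glo luminescence; normalized to uninhibited and no-enzyme controls.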
Mito fusion act: inhibitors of mitochondrial division or activators of mitochondrial fusion; S. cerevisiae fusion-defective mutant growth rescue, CellTiterGlo 48 h; Potency, µM (highest dose often 46.1 µM), for the others: at the top dose growth rescue (activation), most hits filed as activators; actives 0.23% (n = 320,000);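 further: potency means the concentration at half of the fitted maximal effect; % of control where 0% means no effect; nearly all actives have a fitted effect of over 45% in size; temperature-sensitive fusion mutants such as fzo1-1 at 37 °C on non-fermentable ethanol glycerol medium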
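Compounds are tested for their ability to restore growth of mitochondrial fusion-defective yeast strains at non-permissive 37C in YPEG medium over 48 hours. Viability is quantified by luciferase luminescence.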
Menin MLL FP TR: inhibitors of human menin-MLL interaction, mutant MLL peptide; Menin + Texas Red MLL mutant peptide, fluorescence polarization; actives 0.23% (n = 270,000); Potency, µM (doses to about 61.6 µM), for the others: top-dose FP activity change, negative = inhibition, actives largely listed as inhibitors; AID 1768; active means well fitted inhibition curve with a large enough effect in the polarisation, with a control signal flat, not every such curve was filed as active; inconclusive means small, poorly fitted or top-dose-only effect, or effect the other way, or a change in a side signal; inactive means no such curve, though single readings can be large or run the other way; the % refers to the polarisation; further: potency means the concentration at half of the fitted maximal effect; % of control where 0% means no effect; many of its hits are not listed in these tables
Target sequence (O00255 whole entry, looked up): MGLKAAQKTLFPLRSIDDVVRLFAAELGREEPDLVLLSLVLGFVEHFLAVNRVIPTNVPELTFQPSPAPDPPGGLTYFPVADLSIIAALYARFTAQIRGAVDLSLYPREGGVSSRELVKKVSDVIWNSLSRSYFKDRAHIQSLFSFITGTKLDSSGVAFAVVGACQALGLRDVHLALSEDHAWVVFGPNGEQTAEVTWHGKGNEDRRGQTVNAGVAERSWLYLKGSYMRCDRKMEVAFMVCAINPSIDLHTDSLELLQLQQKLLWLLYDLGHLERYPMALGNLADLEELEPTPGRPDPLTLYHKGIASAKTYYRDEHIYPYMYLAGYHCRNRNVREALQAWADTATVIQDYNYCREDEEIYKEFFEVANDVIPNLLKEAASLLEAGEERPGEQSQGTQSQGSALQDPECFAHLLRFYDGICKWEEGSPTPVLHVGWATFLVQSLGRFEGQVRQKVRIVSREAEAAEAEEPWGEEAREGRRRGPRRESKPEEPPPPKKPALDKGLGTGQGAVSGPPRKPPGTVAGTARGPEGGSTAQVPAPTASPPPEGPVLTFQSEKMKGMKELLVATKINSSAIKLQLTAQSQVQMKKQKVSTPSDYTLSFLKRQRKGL
TSHR antag: antagonists of human thyroid stimulating hormone receptor; P16473; TSHR-expressing cells, TSH-stimulated cAMP HTRF, 2 h; hits give low values; activity change, negative = inhibition, % at 11.5 µM; actives 0.2% (n = 330,000); AID 504810;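 active means activity change below a set negative limit, meaning inhibition stronger than a set level, cut at about -70% in these data; inconclusive means activity change between two set negative limits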; further: on the % scale 0 is the no-effect control and ±100 the full control effect
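Freshly harvested TSHR cells receive pin-tooled compound, then EC80 TSH at 4nM final. After 2 hours at 37 deg C, antibody in lysis buffer and cAMP-d2 are added; 30 minutes at ambient temperature precede the HTRF read.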
USP2a block: inhibitors of human ubiquitin-specific protease USP2a | O75604 | USP2 core, Ub-CHOP2 coupled fluorogenic reporter, 485/531 | Potency, µM (top dose mostly 38.3 µM), inactives show at the top dose activity change, negative = inhibition, most hits filed as inhibitors | actives 0.01% (n = 330,000);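 further: potency means the concentration at half of the fitted maximal effect; plate controls were DMSO wells for no effect and full inhibition by NEM control for full effect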
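USP2 core (10nM final) preincubated 30min RT with compound in 20mM Tris-HCl pH 8.0, 2mM CaCl2, 2mM beta-mercaptoethanol, 0.05% CHAPS; 25nM Ub-CHOP2 plus 25nM reporter substrate added, fluorescence (Ex485/Em531) read after 60min.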
BCR signal inh: chronic active BCR signaling inhibition; ABC-DLBCL IkBa-CBG/CBR reporter, luminescence ratio, 4 h; Potency, µM (series often up to 46.1 µM), for the others: at the top dose ratio change, negative = lower green/red ratio, most hits filed as inhibitors; actives 0.05% (n = 340,000); active means well fitted inhibition curve with a large enough effect in the signal ratio, with a control signal flat, not every such curve was filed as active; inconclusive means small, poorly fitted or top-dose-only effect, or effect the other way, or a change in a side signal; the % refers to the signal ratio;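 further: potency means the concentration at half of the fitted maximal effect; plate controls were basal doxycycline-induced cells for no effect and cells given 10 µM MG132 for full effect; MG132 reads +100%, hits lower the ratio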
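Doxycycline induced both beetle luciferases in TMD8 lymphoma cells; IKK-driven degradation limits the IkappaBalpha-fused green signal, while red luminescence normalises for cell number and nonspecific effects. Compounds tested up to 46 uM, 4 hrs.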
Eya2 inh: Eya2 (human) phosphatase inhibition; O00167; recombinant Eya2, OMFP fluorescence dephosphorylation (OMFP is methylfluorescein phosphate); Potency, µM (series often up to 76.9 µM), inactives show at the highest dose activity, negative = inhibition, hits mostly inhibitors; actives 0.006% (n = 330,000); AID 488837; further: potency means the concentration at half of the fitted maximal effect; on the % scale 0 is the no-effect control and ±100 the full control effect
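Eya2 protein (added as 0.2 uM solution) was preincubated with compound for 10 min at ambient temperature in 50 mM HEPES pH 7.5, 50 mM NaCl, 5 uM MgCl2, 0.05% BSA, 1 mM DTT. OMFP (added at 50 uM) then reacted 10 min; fluorescence read at 485/525 nm.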
Numbers without * were called inactive; ? = inconclusive; · = not tested or not shown; [ ] = remark or other dose. Unless noted, the call rests on the fitted dose curve; in most records, active means well fitted curve in the direction sought with a large enough effect; inconclusive means small, poorly fitted or top-dose-only effect, or another doubt; inactive means no such curve, though single readings can be large; an effect the other way counts as inactive or inconclusive. Not all compounds are listed. The share of hits here may be higher or lower than overall.

SMILES | MBNL1-CUG inh | GALK inh | KCNH2 WT inh | ASM inhibitor | PKM2 act | Mito fusion act | Menin MLL FP TR | TSHR antag | USP2a block | BCR signal inh | Eya2 inh
O=C(COC(=O)CN1C(=O)c2ccccc2C1=O)Nc1ccccc1[N+](=O)[O-] | · | · | 7.7 | -2.5% | · | 1.1% | · | -15.1 | 0.0% | 2.6% | 18.5%
O=C1NCCCC1C(=O)N/N=C/c1ccccc1[N+](=O)[O-] (stereo unspecified) | · | 7.8% | 4.0 | 2.7% | 15.9% | 3.3% | · | -0.7 | -1.1% | -0.2% | 11.7%
COC(=O)c1cc(S(=O)(=O)NCC2CCN(CCc3cccs3)CC2)c[nH]1 | -5.3% | 6.7% | 11.3 | 0.8% | -0.7%[0.46 µM] | -5.3% | -0.1% | 3.3 | 0.6% | -2.5% | -8.3%
Oc1ccccc1C=NC1CCCCC1N=Cc1ccccc1O (stereo unspecified) | -1.6% | -3.1% | -5.9 | 3.5% | -3.4% | 1.4% | 1.0% | -6.3 | 8.6% | 6.0% | 13.3%
CCCCN(CC)CCNC(=O)C1CCN(S(=O)(=O)c2cccc3nsnc23)CC1 | ? | -8.5% | 10.2 | -2.1% | · | 4.9% | -23.4% | 40.9 | -0.1% | 5.9% | 4.8%
COc1ccc2nc(COC(=O)c3ccco3)c(C(C)=O)[n+]([O-])c2c1 | ? | -1.6% | 2.5 | 79.3%[activator] | 0.4% | -0.6% | 11.4% | -1.8 | 6.6% | 0.5% | 10.1%
Nc1nc(CN2CCc3ccccc3C2)nc(Nc2ccccc2)n1 | 3.0% | 1.2% | 8.0 | 0.1% | -17.3% | -1.7% | -3.2% | 3.9 | 2.3% | ? | -31.8%
CCOC(=O)C1CCCN(C(=O)CCc2nc3sc4c(c3c(=O)[nH]2)CCCC4)C1 (stereo unspecified) | · | · | -0.8 | 0.9% | · | -10.3% | · | -2.4 | -0.1% | ? | 6.3%
COc1ccc(CCN2CC(C(=O)OCC(=O)N(C)Cc3ccccc3)CC2=O)cc1OC (stereo unspecified) | · | · | -11.0 | 2.2% | · | 0.9% | · | -11.2 | -5.2% | ? | -0.6%
CC1CN(C(=O)c2ccc(-c3ccccc3Cl)o2)CC(C)O1 (stereo unspecified) | · | · | 5.8 | -0.7% | · | 3.1% | · | -9.8 | -0.5% | 5.2% | 40.5%
CC1=C(C(=O)N2CCOCC2)C(c2ccc(Br)cc2)NC(=S)N1c1ccccc1 (stereo unspecified) | ? | 5.7% | 13.7 | 3.8% | 1.3% | -1.5% | -7.3% | 1.2 | -0.8% | -8.9% | -0.6%
CCOc1ccc(C(=O)N2CCN(c3ccccn3)CC2)cc1OCC | -9.6% | 6.3% | -9.5 | 0.2% | 10.4% | -3.2% | -28.3% | 11.4 | -3.9% | 2.0% | 3.0%
O=C1Nc2ccccc2OCc2c1cccc2[N+](=O)[O-] | ? | 9.3% | 11.4 | -1.3% | 5.2% | -0.9% | -11.4% | -6.3 | 4.4% | -0.5% | 1.7%
CCOC(=O)c1sc(/N=C/Nc2nc(C)c(C(=O)OCC)s2)nc1C | 0.2% | 0.1% | 3.0 | 31.6% | -3.4% | -1.5% | 9.9% | 2.9 | -1.6% | 2.2% | 10.9%
Cc1ccc(-n2c(C)nnc2SCC(=O)N(C)c2c(N)n(Cc3ccccc3)c(=O)[nH]c2=O)cc1 | · | · | 1.2 | 0.8% | · | 0.6% | · | 28.5 | 0.8% | ? | -5.5%
O=C(Nc1ccc2c(c1)C(=O)NC2=O)c1ccccc1Cl | ? | · | 25.2 | 5.5% | ? | 0.5% | 1.2% | -2.0 | 2.6% | ? | -1.9%
CC(=O)NC(Cc1ccc(O)cc1)C(=O)NN (stereo unspecified) | -4.7% | 10.0% | -2.0 | 2.1% | · | 2.2% | -6.9% | -2.1 | 0.1% | -10.8% | -2.7%
C#CCOCCOCCOCCNc1nc(N2CCN(C(=O)[C@H]([C@@H](C)CC)n3cc([C@@H](N)CO)nn3)CC2)nc(N2CCN(C(=O)[C@H]([C@@H](C)CC)n3cc([C@@H](N)Cc4ccc(O)cc4)nn3)CC2)n1 | -5.6% | -4.0% | -3.7 | 0.2% | -5.2% | -5.1% | ? | 0.6 | 4.2% | -0.7% | -4.2%
COc1ccc(C=C(c2ccc(OC)cc2)c2ccc(OC)cc2)cc1 | 1.8% | -0.3% | 3.7 | -22.6% | -9.6% | 1.3% | 8.2% | 20.6 | 0.2% | 17.4% | 8.3%
N/C(=N\C(=S)Nc1ccccc1)c1ccccc1 | -2.7% | -1.0% | 8.1 | -4.3% | · | -5.5% | 29.1% | 0.3 | -0.5% | ? | -3.1%
COc1ccc(-c2c(C(F)(F)F)nn(C)c2NC(=O)c2cccnc2)cc1 | -9.6% | · | 10.2 | 0.8% | -2.6% | 0.5% | · | -18.3 | -1.8% | 1.2% | 6.5%
C#CC(CC)(CC)NC(=O)Nc1ccccc1C(=O)OC | -1.7% | 1.8% | -12.5 | -1.2% | -21.1% | -6.2% | -1.3% | -4.2 | 1.3% | 2.5% | -9.6%
CC(=O)N1CCc2c(sc(NC(=O)c3cccc(N4C(=O)CCC4=O)c3)c2C(N)=O)C1 | ? | -5.0% | 22.3 | 6.9% | -16.9% | 0.5% | 9.2% | 8.8 | 2.9% | -9.4% | -7.9%
CCCCCCCC1(C)NC(=O)N(CC(=O)Nc2cc(C)on2)C1=O (stereo unspecified) | -4.5% | 0.0% | -11.1 | 2.5% | 0.0% | -2.8% | -13.3% | -10.5 | 2.4% | 2.4% | -17.2%
O=C(CSc1nc2nn(-c3ccccc3)c(=O)c-2c2n1CCCCC2)c1ccc(O)c(O)c1 | · | · | 13.0 | -17.0% | · | 3.1% | · | -15.7 | -2.1% | ? | -8.0%
Cc1ccc2c(c1)NCC(C(=O)NCc1ccccc1)O2 (stereo unspecified) | -23.8% | · | -14.6 | 6.1% | -1.8% | -2.2% | 2.8% | 4.0 | -1.3% | 0.5% | 6.2%
Cc1cc(NN)nc(NS(=O)(=O)c2ccc(Cl)cc2)n1 | -4.2% | 14.9% | 1.3 | -0.4% | ? | 20.0% | -1.2% | 1.8 | 0.7% | ? | 1.2%
COc1cc(Cl)c(S(=O)(=O)N2CCOCC2)cc1Cl | -1.5% | 0.5% | 7.5 | 2.1% | -1.5% | 6.1% | -20.7% | 9.0 | 1.3% | ? | 9.6%
O=C(NC1CCCc2c1cnn2-c1ccccc1F)c1ccccc1N1CCOCC1 (stereo unspecified) | 1.6% | 4.0% | 10.1 | 8.5% | 0.5% | -14.8% | · | -0.6 | -0.9% | 3.2% | 2.0%
Cc1nn(CC(=O)N2CCc3ccccc3C2)c(C)c1Cl | -2.1% | 0.8% | 1.6 | -2.7% | · | 1.8% | · | 5.6 | 2.3% | -15.8% | -6.3%
O=C(CSc1ncc(-c2ccccc2)n1CC1CCCO1)N1CCCCC1 (stereo unspecified) | -5.2% | 0.8% | 5.5 | 3.5% | -11.7% | -10.2% | -3.4% | 32.0 | -2.0% | 8.2% | -12.0%
Cc1ccc(C(=O)OCC(=O)NCc2ccc3c(c2)OCO3)cc1S(=O)(=O)N1CCOCC1 | · | · | 13.4 | -0.2% | · | · | · | -11.2 | -1.6% | -10.7% | 8.2%
N#Cc1ccccc1OCC(=O)OCC(=O)NCc1ccc2c(c1)OCO2 | · | · | 9.4 | -4.0% | · | 9.1% | · | -14.4 | -2.6% | -0.4% | -2.7%
O=C(CNC(=O)c1ccc(Br)o1)Nc1cccc(S(=O)(=O)N2CCOCC2)c1 | · | · | 14.6 | 0.8% | · | -3.6% | · | 7.0 | 0.8% | ? | -16.7%

Screens as filed in PubChem.
